Screens: PubChem, several laboratories
TPT1 inhibitor: C. albicans TPT1 enzyme inhibition. 300,000 compounds, 0.81% hits. AID 1962. inhibition, % at 5 µM. recombinant caTPT1, FP RNA substrate dephosphorylation;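 active means inhibition above the mean of all tested compounds plus 3 SD, set per screening campaign, cut at about 24% in these data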;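 further: plate controls were DMSO alone for no effect and ferristatin control at 100 nM for full effect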
core dimer inh: HCV core protein dimerization inhibition | TR-FRET GST/Flag-core106 dimerization, 1536-well | inhibition, % at 5 µM | 300,000 compounds, 0.33% hits;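 active means inhibition above the mean of all tested compounds plus 3 SD, set per screening campaign, cut at about 45% in these data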
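Material: Tagged HCV core106 pair (GST and Flag) | Amount: GST-core106 13.5 nM, Flag-core106 17 nM | Medium: KF-containing HEPES buffer, pH 7.45, DTT, CHAPS, BSA | Reagent: Eu donor and XL665 acceptor anti-tag antibodies | Schedule: 4 h at 22.5 °C | Technique: Time-resolved FRET, ex 340 nm, em 617 and 671 nm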
LYPLA2 inh: LYPLA2 (human) inhibition in PME1 counter-screen. O95372. recombinant LYPLA2, FP-Rh probe fluorescence polarization. inhibition, % at 5.9 µM. 320,000 compounds, 0.38% hits;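 active means inhibition above the screen-wide mean plus 3 SD, limit set per campaign, cut at about 26% in these data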;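 further: 0% = LYPLA2 with DMSO and 100% = wells lacking LYPLA2 enzyme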
Target sequence (O95372 whole entry, looked up): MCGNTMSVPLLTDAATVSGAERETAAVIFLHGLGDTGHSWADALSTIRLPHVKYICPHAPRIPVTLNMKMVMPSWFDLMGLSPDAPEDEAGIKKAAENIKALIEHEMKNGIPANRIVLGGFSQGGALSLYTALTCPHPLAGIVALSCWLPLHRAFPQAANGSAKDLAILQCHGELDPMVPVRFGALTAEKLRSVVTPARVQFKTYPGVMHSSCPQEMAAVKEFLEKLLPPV
CTSL1 counter: counter-screen for PFM18AAP inhibitors: inhibitors of F. hepatica cathepsin L1. recombinant F. hepatica cathepsin L1, Z-Leu-Arg-MCA fluorescence. inhibition, % at 5.96 µM. AID 1906. 300,000 compounds, 0.49% hits;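 active means inhibition above the mean of all tested compounds plus 3 SD, set per screening campaign, cut at about 17% in these data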;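 further: 0% = plate median of test compound wells and 100% = 1 µM Z-Phe-Ala-diazomethylketone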
PREPL inh: inhibits the human prolyl oligopeptidase-like enzyme | Q4J6C6 | recombinant PREPL, fluorescence polarization activity-based probe | inhibition, % at 5.96 µM | 320,000 compounds, 0.68% hits | AID 2751; in the data active means inhibition above about 43%;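 further: 0% = enzyme with DMSO and 100% = wells lacking enzyme; many of its hits are not listed in these tables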
Target sequence (Q4J6C6 whole entry, looked up): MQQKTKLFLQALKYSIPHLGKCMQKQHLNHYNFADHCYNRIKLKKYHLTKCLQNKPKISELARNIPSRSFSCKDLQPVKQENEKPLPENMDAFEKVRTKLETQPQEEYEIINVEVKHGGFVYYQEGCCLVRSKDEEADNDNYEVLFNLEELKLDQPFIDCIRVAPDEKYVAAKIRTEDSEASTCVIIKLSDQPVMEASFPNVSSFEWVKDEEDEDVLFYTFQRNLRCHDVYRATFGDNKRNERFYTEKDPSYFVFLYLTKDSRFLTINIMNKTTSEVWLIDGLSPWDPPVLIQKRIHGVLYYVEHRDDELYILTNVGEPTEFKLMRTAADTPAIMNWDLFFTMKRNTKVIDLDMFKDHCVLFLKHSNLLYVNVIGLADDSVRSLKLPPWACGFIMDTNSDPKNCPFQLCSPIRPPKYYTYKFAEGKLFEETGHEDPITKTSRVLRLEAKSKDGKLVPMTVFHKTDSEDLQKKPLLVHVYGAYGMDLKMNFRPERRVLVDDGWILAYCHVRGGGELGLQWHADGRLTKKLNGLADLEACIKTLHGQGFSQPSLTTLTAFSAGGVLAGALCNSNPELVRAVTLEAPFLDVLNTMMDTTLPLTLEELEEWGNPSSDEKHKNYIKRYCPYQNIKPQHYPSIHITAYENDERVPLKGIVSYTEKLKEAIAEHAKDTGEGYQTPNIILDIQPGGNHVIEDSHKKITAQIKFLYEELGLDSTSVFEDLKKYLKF
PP1 counter: counter-screen for PP5 inhibitors: inhibitors of human PP1-alpha. inhibition, % at 6.7 µM. AID 2235. P62136. 320,000 compounds, 0.9% hits. purified PP1alpha, OMFP fluorescence;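 active means inhibition above the mean inhibition of all tested compounds plus 3 SD, computed separately for each screening campaign, cut at about 15% in these data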
JMJD2C inh: inhibitors of human GASC-1 (JMJD2C) demethylase. AID 2099. 330,000 compounds, 0.069% hits. Q9H3R0. inhibition, % at 2.35 µM. GST-JMJD2C(1-420) H3K9me3 demethylation, DELFIA europium;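 active means more than half of a compound's replicate wells show inhibition beyond 50%, single wells judged on their own value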;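 further: signal counts dimethyl H3K9 product captured on neutravidin plate; 0% = median of DMSO wells and 100% = 0.3 times that DMSO median; strong numbers were not always called active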
Efflux pump inh: antifungal efflux pump inhibition, Nile Red retention; S. cerevisiae Candida pump triplex; inhibition, % at 10 µM; 330,000 compounds, 0.44% hits; AID 485275;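 active means plate passing quality check with inhibition over a set limit, or well fluorescence over plate mean plus 4 SD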;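 further: Nile Red retained in pooled yeast measured as flow cytometry median fluorescence; 0% = buffer negative control and 100% = Enniatin B positive control; higher means more Nile Red kept so more efflux inhibition; some compounds called inactive have numbers as strong as hits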
PP5 primary: PP5 (human) phosphatase inhibition | inhibition, % at 6.7 µM | P53041 | 320,000 compounds, 0.18% hits | purified PP5c, OMFP substrate fluorescence | AID 1987;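 active means inhibition above the campaign's mean inhibition across all tested compounds plus 3 SD, cut at about 9.5% in these data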;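 further: 0% = DMSO only and 100% = 100 µM cantharidin control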
The depositor's hits bear a star; / = not tested or not shown. Some of the compounds tested, so the mix of outcomes need not match the whole.

SMILES	TPT1 inhibitor	core dimer inh	LYPLA2 inh	CTSL1 counter	PREPL inh	PP1 counter	JMJD2C inh	Efflux pump inh	PP5 primary
CCOc1nc(Nc2ccc(OC)cc2OC)nc(OCC)n1	3	2	-1	-2	-4	2	-5	0.3	1.8
C/C(=N\NC(=O)C(=O)Nc1c(C)n(C)n(-c2ccccc2)c1=O)c1ccncc1	-4	-1	-1	-3	2	1	17	-0.1	-2.4
Cc1ccc(C)c(OCC(=O)Nc2ccc3c(c2)OCO3)c1C	-3	2	-2	1	14	7	0	0.2	1.4
COC(=O)N/N=C/c1cn(Cc2c(Cl)cccc2Cl)c2ccccc12	-4	-1	7	3	26	2	-2	-0.3	5.1
CC(=O)Nc1ccc(NC(=O)C2CCCN(c3nnc(-n4cccc4)s3)C2)cc1 (stereo not given)	0	13	1	1	6	6	-15	-0.1	2.4
CCN(Cc1ccccc1)C(=O)COC(=O)c1cc(S(=O)(=O)Nc2c(C)n(C)n(-c3ccccc3)c2=O)ccc1C	-1	11	3	-4	5	-4	19	0.1	-0.3
COc1nc(OC)nc(N2CCC(C(=O)NCC3CCCCC3)CC2)n1	3	-1	-4	-6	-9	6	141	0.0	0.2
CCN(CC)CCCNC(=O)/C=C/C(=O)O	-1	-9	1	-5	-6	1	22	-0.1	1.2
CN(N)C(=S)NCc1ccccc1	-3	-8	1	2	7	-2	-11	-0.2	0.2
Cc1ccc(Nc2ncnc3c2cnn3C)c(C)c1	1	-1	1	3	0	-4	-10	0.0	0.0
CC1(N2CCOCC2)CC2(O)C(=[N+]1[O-])CCc1nonc12 (stereo not given)	-8	13	-6	-2	11	5	-4	0.0	6.2
Cn1c(=O)c2cc(S(=O)(=O)NCCC(=O)NCc3ccccc3Cl)ccc2n(C)c1=O	-3	2	-2	-1	16	1	9	0.0	-0.7
COCCNC(=S)NC1CC2CCCC(C1)N2Cc1cccs1 (stereo not given)	-2	0	6	-5	-4	-3	-1	0.0	3.4
Cn1c(SCC(=O)Nc2ccc3c(c2)OCCO3)nnc1-c1ccccn1	-1	0	4	5	11	-1	5	-0.2	3.4
Cc1ccccc1NC(=O)C(C#N)Cc1cccnc1 (stereo not given)	-3	-4	-1	1	70*	1	12	0.0	0.7
CN(C)S(=O)(=O)c1cccc(-c2nnc(SCC(=O)NCCCCCC(=O)O)n2-c2ccc(F)cc2)c1	0	-2	4	-3	-1	-5	5	0.0	-2.5
CCCSc1nsc(NC(=O)CC)n1	-4	-1	-1	-2	-9	1	-6	-0.1	2.2
O=C(O)c1cccc(-c2ccc(/C=N/Nc3nn[nH]n3)o2)c1	1	-13	4	0	4	-2	1	0.2	0.9
O=C(NCCOc1ccccc1)c1ncn[nH]1	-1	2	11	5	14	2	5	0.0	3.0
O=C(CSc1n[nH]c(-c2ccncc2)n1)c1cccc([N+](=O)[O-])c1	-2	0	-5	3	5	-4	5	-0.1	-2.1
Cn1c2ccccc2n2c(=O)c(=O)n(CC(=O)c3ccc(F)cc3)nc12	-4	-15	5	-1	8	4	4	-0.1	1.9
CC(C)(CO)NCc1cc(Br)ccc1OCc1ccccc1	-1	-2	5	2	6	1	5	-0.1	-0.9
Cn1cccc1/C=N/NC(=O)CSc1nc2ccccc2n1C	-2	1	5	-1	18	-4	-17	0.3	1.7
CCC(=O)Nc1c2c(nn1-c1ccc(C)cc1C)CSC2	-2	-3	-1	1	10	-4	-12	-0.1	-0.3
CC(C)(C)C(=O)OCOC(=O)[C@@H]1N2C(=O)[C@@H](N=CN3CCCCCC3)[C@H]2SC1(C)C	-2	13	2	7	8	-3	/	0.0	-2.1
O=c1c2ccccc2nc(COc2ccccc2)n1/N=C/c1ccc(O)cc1O	1	-3	-4	1	18	-3	9	0.2	1.9
CC1=C(C(=O)N2CCCCC2)C(c2cccs2)C2=C(CCCC2=O)N1 (stereo not given)	-1	-1	2	-3	-2	-1	-262	-0.2	2.2
COc1ccccc1CCNC(=O)CCn1c(=O)c2cccn2c2ccc(F)cc21	-1	7	2	3	7	-1	0	0.0	3.3
CCOC(=O)c1c(-c2ccncc2)csc1N	-1	-4	2	3	6	-5	-3	0.0	-0.7
O=C(Nc1ccc2c(c1)OCCO2)C1CCCN(S(=O)(=O)c2cccnc2)C1 (stereo not given)	-4	2	0	5	18	0	-5	-0.1	0.8

Some of the entries above, reformatted.
| compound | TPT1 inhibitor | core dimer inh | LYPLA2 inh | CTSL1 counter | PREPL inh | PP1 counter | JMJD2C inh | Efflux pump inh | PP5 primary |
| --- | --- | --- | --- | --- | --- | --- | --- | --- | --- |
| O=C(O)c1cccc(-c2ccc(/C=N/Nc3nn[nH]n3)o2)c1 | 1 | -13 | 4 | 0 | 4 | -2 | 1 | 0.2 | 0.9 |
| O=C(NCCOc1ccccc1)c1ncn[nH]1 | -1 | 2 | 11 | 5 | 14 | 2 | 5 | 0.0 | 3.0 |
| O=C(CSc1n[nH]c(-c2ccncc2)n1)c1cccc([N+](=O)[O-])c1 | -2 | 0 | -5 | 3 | 5 | -4 | 5 | -0.1 | -2.1 |
| Cn1c2ccccc2n2c(=O)c(=O)n(CC(=O)c3ccc(F)cc3)nc12 | -4 | -15 | 5 | -1 | 8 | 4 | 4 | -0.1 | 1.9 |
| CC(C)(CO)NCc1cc(Br)ccc1OCc1ccccc1 | -1 | -2 | 5 | 2 | 6 | 1 | 5 | -0.1 | -0.9 |
| Cn1cccc1/C=N/NC(=O)CSc1nc2ccccc2n1C | -2 | 1 | 5 | -1 | 18 | -4 | -17 | 0.3 | 1.7 |
| CCC(=O)Nc1c2c(nn1-c1ccc(C)cc1C)CSC2 | -2 | -3 | -1 | 1 | 10 | -4 | -12 | -0.1 | -0.3 |
| CC(C)(C)C(=O)OCOC(=O)[C@@H]1N2C(=O)[C@@H](N=CN3CCCCCC3)[C@H]2SC1(C)C | -2 | 13 | 2 | 7 | 8 | -3 | / | 0.0 | -2.1 |
| O=c1c2ccccc2nc(COc2ccccc2)n1/N=C/c1ccc(O)cc1O | 1 | -3 | -4 | 1 | 18 | -3 | 9 | 0.2 | 1.9 |
| CC1=C(C(=O)N2CCCCC2)C(c2cccs2)C2=C(CCCC2=O)N1 (stereo not given) | -1 | -1 | 2 | -3 | -2 | -1 | -262 | -0.2 | 2.2 |

More structures:
SMILES	TPT1 inhibitor	core dimer inh	LYPLA2 inh	CTSL1 counter	PREPL inh	PP1 counter	JMJD2C inh	Efflux pump inh	PP5 primary
CCN(CC)CCCNC(=O)C1CCN(C(=O)c2oc3cc4sc(N(C)C)nc4cc3c2C)CC1	-2	0	1	0	7	-2	-2	0.0	3.1
O=C(CSc1ccc2nnc(-c3ccncc3)n2n1)Nc1ccccc1F	-2	2	1	2	-12	0	-15	0.0	2.0
O=C(CSc1nnc(-c2ccc(F)cc2)c2ccccc12)NCC1CCCO1 (stereo not given)	11	22	-4	-1	-1	2	0	-0.1	-1.1
CCc1noc(C)c1C(=O)OCC(=O)c1ccccc1OC	-2	5	1	3	-2	2	-7	0.2	5.0
Cc1cc(C)c(S(=O)(=O)N2CCCCC2CCNC(=O)C(=O)NCc2ccco2)c(C)c1 (stereo not given)	-3	4	6	2	-14	-6	3	0.1	-0.4
C=C(C)Cn1c(SCC(=O)N/N=C/c2cccc(O)c2)nc2ccccc2c1=O	-3	-2	-5	-2	9	2	-1	0.0	3.8
Cc1cc(C)n(-c2nc3ccccc3nc2N2CCN(S(=O)(=O)c3ccc(F)c(C)c3)CC2)n1	2	0	2	-2	18	-4	-2	0.1	1.6
O=C(Cn1nnc(-c2ccccc2F)n1)OCC(=O)c1ccccc1	-3	2	3	-17	-8	-3	0	0.0	0.5
O=C(Nc1c(C(=O)N2CCOCC2)cnn1-c1ccccc1)c1ccc([N+](=O)[O-])cc1	-3	-8	3	0	15	-3	8	0.0	-1.2
Cc1ccc(NC(=O)CN(C)C(=O)COC(=O)COc2ccc(C#N)cc2)cc1	-3	-3	-3	-2	-9	-3	-3	0.0	0.9
CC(C)C[C@@H](CO)N1CCN(CCCc2ccccc2)CCC1=O	-1	-6	2	2	16	2	-2	-0.1	0.4
Cc1ccnc(SCc2cc(=O)c(OC(=O)c3ccc(S(=O)(=O)N4CCCC4)cc3)co2)n1	-2	-3	-2	-7	3	4	-8	-0.4	1.5
CC(C)CC1(C(=O)O)NC(c2ccccc2O)C2C(=O)N(C(C)C)C(=O)C21 (stereo not given)	2	2	3	-5	-5	-4	-4	0.2	2.9
O=C(Nc1ccccc1)N(Cc1ccccc1)CC(O)C(F)(F)F (stereo not given)	-4	0	-5	-1	8	-3	-2	0.0	1.9
CCN1CCN(C(=O)C2CCC(CNS(=O)(=O)c3ccccc3)CC2)CC1 (stereo not given)	-6	-1	2	-1	-4	0	10	0.0	-1.8
COc1ccc(C(=S)N2CCCCCC2)cc1	1	8	-3	-4	7	-1	11	0.0	-1.9
c1ccc(CNc2ncnc3c2ncn3C2CCCCO2)cc1 (stereo not given)	0	0	3	2	-3	9	0	0.0	1.7
CSc1nnc(-c2cccs2)n1-c1ccccc1	1	4	-9	-2	5	-2	-4	-0.1	-0.9
COc1ccc(OC)c(NC(=O)c2cn(C)c(=O)c3cc(OC)c(OC)cc23)c1	-7	3	1	-1	-1	-3	0	0.0	1.8
COc1ccc(CC(=O)NCCc2ccc(OC)c(OC)c2)cc1	0	-3	-6	4	-1	-2	46	0.0	-3.3
O=C(Nc1cccc(S(=O)(=O)N2CCCC2)c1)c1cc(=O)[nH]c2ccccc12	/	/	4	/	0	0	2	-0.1	0.4
COc1ccc(-n2nnc3c(=O)n(CC(=O)NCC4CCCO4)cnc32)cc1 (stereo not given)	-2	-3	6	-3	13	-2	79	-0.1	3.6
N#Cc1ccc(Oc2ncccn2)cc1	-3	-1	-4	2	4	-2	-4	-0.1	0.5
COc1ccc(C2NC(=O)c3ccccc3N2)cc1 (stereo not given)	-3	-16	4	3	9	-1	-10	-0.1	1.0
c1c2c(cc3sc(N4CCCCC4)nc13)OCO2	-5	-10	6	-3	11	0	1	-0.1	-0.5
Cc1cccc2c1nc(-c1ccccc1)n1cnnc21	-3	-1	-2	0	16	-1	3	-0.5	1.0
CN(CCc1ccccn1)C(=O)c1ccc(OC2CCN(CCc3ccccc3)CC2)cc1	-2	-17	34*	2	26	-1	-8	-0.1	-1.3
Cc1c(C(=O)c2ccc(Br)cc2)c(=O)n(C)c(=O)n1C	-3	-2	5	-7	-8	-2	-5	0.1	-1.5
CCCn1c(=O)n(N)c2ccccc21	-1	-9	3	-4	9	1	-8	0.0	3.4
COc1ccc(O)c(C(=O)c2cc(C#N)c(=O)n(Cc3ccccc3)c2)c1	4	1	-3	1	-44	2	-4	0.0	0.3
COc1cccc(S(=O)(=O)NCc2ccc(C(=O)N3CCN(c4ccccc4OC)CC3)cc2)c1	2	10	58*	0	1	-1	-14	-0.2	7.1
